CHT block: inhibitors of human choline transporter CHT; Q9GZV3; CHT-expressing cells, membrane potential dye, choline response; active compounds read low; B-score at 10 µM; 310,000 tested, 0.86% active; AID 488975;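 active means B-score over 3 SD under the library average, and starting fluorescence ratio not unusually high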;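 further: choline stimulus applied at its EC90 after an EC20 pre-addition; B-score computed on integrated fluorescence ratio after choline addition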
Target sequence (Q9GZV3 whole entry, looked up): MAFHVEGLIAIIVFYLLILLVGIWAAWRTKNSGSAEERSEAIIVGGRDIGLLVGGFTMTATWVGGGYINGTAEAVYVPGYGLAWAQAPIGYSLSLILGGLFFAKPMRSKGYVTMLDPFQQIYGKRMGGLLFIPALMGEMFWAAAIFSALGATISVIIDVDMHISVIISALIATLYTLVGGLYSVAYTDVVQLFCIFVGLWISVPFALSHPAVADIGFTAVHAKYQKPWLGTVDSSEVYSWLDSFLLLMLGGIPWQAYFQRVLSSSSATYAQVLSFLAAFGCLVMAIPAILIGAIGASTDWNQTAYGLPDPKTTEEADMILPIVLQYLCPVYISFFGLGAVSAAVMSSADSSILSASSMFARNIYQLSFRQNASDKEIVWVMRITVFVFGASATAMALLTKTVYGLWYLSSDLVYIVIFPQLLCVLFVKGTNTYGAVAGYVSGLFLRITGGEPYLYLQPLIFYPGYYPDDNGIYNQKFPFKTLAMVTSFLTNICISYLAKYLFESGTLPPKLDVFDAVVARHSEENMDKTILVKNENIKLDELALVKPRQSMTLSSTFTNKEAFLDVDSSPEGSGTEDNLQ
CHT PAM: allosteric activators of human choline transporter CHT; Q9GZV3; CHT-expressing cells, membrane potential dye, choline EC20; active compounds read high; LV-AA mutant CHT in HEK293 cells; B-score at 10 µM; 310,000 tested, 0.49% active;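 active means initial fluorescence not abnormally high and integrated response B-score, plate-corrected, over 3 SD above library mean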
* hit, by the source's call; i = inactive.

Each structure is followed by: CHT block | CHT PAM
#1 CC(CC(=O)Nc1ccc(Br)cc1F)S(=O)(=O)c1ccc2c(c1)NC(=O)CO2 (configuration not stated)
    i | i
#2 CC(C)C(=O)Nc1c2c(nc3ccccc13)N(C)CC2
    i | i
#3 CN(c1ccc(C(=O)NCc2ccco2)cc1)S(C)(=O)=O
    i | i
#4 COc1ccc(NC(=O)CC(C(=O)O)N2CCCCC2)cc1 (configuration not stated)
    i | i
#5 Cc1cc(Cl)c(S(=O)(=O)N2CCN(c3ccccc3)CC2)cc1OCC(N)=O
    i | i
#6 C=C1Cn2c(nnc2-c2ccc(Cl)cc2)S1
    i | i
#7 COC(=O)[C@@H](NC(=O)c1cc(COc2cncc(Cl)c2)on1)c1ccccc1
    i | i
#8 C=CCn1cc(F)c(=O)n(CC=C)c1=O
    i | i
#9 Cc1c(-c2ccco2)[n+](=O)c2c(n1[O-])CCCCC2
    i | i
#10 Cc1ccc(-c2csc3nc4cc(C(N)=O)ccc4c(=O)n23)cc1
    i | i
#11 CCCCNC(=S)Nc1ccc(OC)nc1
    i | i
#12 CC(NCC(c1ccco1)N1CCCCC1)C(=O)NC1CCCC1 (configuration not stated)
    i | i
#13 Cc1ccc(S(=O)(=O)N2CCC(C(=O)NNC(=O)C3CC3)CC2)cc1Cl
    i | i
#14 COc1ccc(NC(=O)/C(C#N)=C/c2ccc(Sc3nncn3C)c([N+](=O)[O-])c2)cc1
    i | i
#15 COc1ccc(N=Cc2nc(-c3ccco3)oc2O)cc1
    i | i
#16 COc1cccc(-c2nc(=S)c3c(o2)CCCC3)c1
    i | i
#17 O=C(COc1cnc2ccccc2n1)NCCC1=CCCCC1
    i | i
#18 O=[N+]([O-])c1ccc(Cl)cc1N/N=C/c1ccncc1
    i | i
#19 Cc1ccc2[nH]c(=O)cc(C(=O)OCC(=O)c3ccccc3)c2c1
    i | i
#20 O=S(=O)(NCCc1ccccn1)c1cccs1
    i | i
#21 CCN(CC)CCNC(=O)CCCCCn1c(=O)[nH]c2cc(C(=O)OC)ccc2c1=O
    i | i
#22 Cc1nc2sc(C(c3ccc(Cl)cc3)N3CCOCC3)c(O)n2n1 (configuration not stated)
    i | i
#23 Cc1cc(C)nc(SCCN2CCOCC2)n1
    i | i
#24 Cc1ccc(C(=O)NC(=S)NCc2ccco2)cc1
    i | i
#25 CCc1ccccc1N1CSC2=C(C#N)C(c3cc(OC)c(OC)cc3OC)CC(=O)N2C1 (configuration not stated)
    i | i
#26 CC(=O)C1=C(c2ccccc2)NC(=O)NC1c1ccc2c(c1)OCO2 (configuration not stated)
    i | i
#27 COc1ccc2cc(C(=O)N3CCN(Cc4ccc5c(c4)OCO5)CC3)[nH]c2c1
    i | i
#28 NC(=O)CNC(=O)[C@@H]1CC2(CC(c3ccc(Cl)cc3)=NO2)CN1C(=O)c1ccc(Br)cc1 (some centres not stated)
    i | i
#29 Cc1cn2c(=O)c(C(=O)N3CCN(c4ccccc4Cl)CC3)cnc2s1
    i | i
#30 Cc1nn(-c2ccc(Cl)cc2Cl)c(=O)c2ccccc12
    i | i

Later entries
Each structure is followed by: CHT block | CHT PAM
#31 O=C(NCc1ccc(N2CCCC2=O)cc1)C1CCC(=O)N(Cc2ccccc2F)C1 (configuration not stated)
    i | i
#32 c1ccc(Nc2nc(N3CCOCC3)nc(N3CCOCC3)n2)cc1
    i | i
#33 Nc1nnc(CC(=O)N/N=C\c2ccc(-c3cccc(Cl)c3)o2)s1
    i | i
#34 Cc1ccccc1NC(=S)NNc1ncc(C(F)(F)F)cc1Cl
    i | i
#35 Cc1ccccc1NC(=O)c1ccc2c(c1)OCCO2
    i | i
#36 CCOCC(=O)Nc1cc(Cl)c(OC)cc1OC
    i | i
#37 CC(=O)Nc1cccc(-c2csc(NCc3ccccc3)n2)c1
    i | i
#38 CCC/C(O)=C1\C(=O)CCCC1=NCCCCCC(=O)O
    i | i
#39 CC(SCc1ccccc1)C(=O)Nc1ccccc1Br (configuration not stated)
    i | i
#40 CCC(C)(C(=O)NC1CCCCC1)N(CC1CCCO1)C(=O)CNC(=O)c1ccccc1 (configuration not stated)
    i | i
#41 CCOc1cc(C2NC(=O)NC2=O)ccc1O (configuration not stated)
    i | i
#42 CC(=O)Nc1ccc(NC(=O)c2ccc(NS(=O)(=O)c3cc(C(C)(C)C)ccc3C)cc2)cc1
    i | i
#43 COc1ccc(N2CCN(C(=O)CN3C(=O)COc4ccccc43)CC2)cc1
    i | i
#44 N#CCC(=O)NNc1c([N+](=O)[O-])cc(C(F)(F)F)cc1[N+](=O)[O-]
    i | i
#45 CCCNC(=S)Nc1c(C)n(C)n(-c2ccccc2)c1=O
    i | i
#46 CCOC(=O)N1CCN(C(=O)CN(c2ccc3c(c2)OCO3)S(C)(=O)=O)CC1
    i | i
#47 COc1ccc(S(=O)(=O)NC(CCSC)C(=O)NC2CCCCC2)cc1 (configuration not stated)
    i | i
#48 CC1(c2nnc(-c3ccc(F)cc3)o2)CC(c2c(Cl)cccc2Cl)=NO1 (configuration not stated)
    i | i
#49 O=C1CC2c3ccccc3C1C1C(=O)N(Cc3ccccc3)C(=O)C21 (configuration not stated)
    i | i
#50 CCC1SC2=NCCN2C1(O)c1ccc(Cl)cc1 (configuration not stated)
    i | i
#51 CCCCn1c(=O)[nH]c(=O)c2c1nc(-c1ccsc1)n2Cc1ccccc1
    i | i
#52 O=C(NNc1ccc([N+](=O)[O-])cc1)C1CC2CCCC(C1)C2=O (configuration not stated)
    i | i
#53 COc1ccc(C2(C)NC(=O)N(CC(=O)Nc3c(C)n(C)n(-c4ccccc4)c3=O)C2=O)cc1 (configuration not stated)
    i | i
#54 C[N+]1([O-])[C@@H]2Cc3cc4c(cc3[C@@H]1Cc1cc3c(cc12)OCO3)OCO4 (some centres not stated)
    i | i
#55 O=C(NCc1ccncc1)c1cc(S(=O)(=O)N2CCOCC2)c(Cl)cc1Cl
    i | i
#56 C=CCn1c(-c2ccoc2C)n[nH]c1=S
    i | i
#57 Cc1ccnc(NS(=O)(=O)c2ccc(NC(=O)c3ccc(S(=O)(=O)N4CC(C)OC(C)C4)cc3)cc2)n1 (configuration not stated)
    i | i
#58 Cc1ccc(CSc2nnc(CNc3ccc(F)cc3)o2)cc1
    i | i
#59 COc1ccc(-c2coc3cc(OC)cc(OC)c3c2=O)cc1
    i | i
#60 COc1cccc(C(=O)NNC(=O)c2ccccc2Br)c1
    i | i

Full records from above:
Profile of Cc1ccccc1NC(=S)NNc1ncc(C(F)(F)F)cc1Cl : CHT block = i; CHT PAM = i
Profile of CCC/C(O)=C1\C(=O)CCCC1=NCCCCCC(=O)O : CHT block = i; CHT PAM = i
Profile of CC(SCc1ccccc1)C(=O)Nc1ccccc1Br (configuration not stated) : CHT block = i; CHT PAM = i

(further entries)
Each structure is followed by: CHT block | CHT PAM
#61 CCCCn1c(-c2ccc([N+](=O)[O-])cc2)n[nH]c1=S
    i | i
#62 CC(C)(C)c1cc(NC(=O)NN2CCOCC2)nn1-c1c(Cl)cc(Cl)cc1Cl
    i | i
#63 OCc1nc2c(ccc3ccccc32)[nH]1
    i | i
#64 Cc1cc(C(=O)CSc2ccc(Cl)cc2)cc(C)c1OC(=S)N(C)C
    i | i
#65 Cc1cc(C)nc(N2CCC(C(=O)NCc3ccco3)CC2)n1
    i | i
#66 Cc1cc(=O)oc2cc(NC(=O)Cc3ccccc3[N+](=O)[O-])ccc12
    i | i
#67 COc1ccc(C2=NS(=O)(=O)N(C)C(C(=O)NCc3ccc4c(c3)OCO4)=C2)cc1
    i | i
#68 Cc1cccc2cc3c(N)c(C(=O)N4CCOCC4)sc3nc12
    i | i
#69 CCC1(C)NC(=O)N(/N=C/c2cc(OC)c(O)c(OC)c2)C1=O (configuration not stated)
    i | i
#70 COc1ccc(OCC(=O)N2N=C(C(F)F)CC2(O)C(F)F)cc1 (configuration not stated)
    i | i
#71 O=C1CNC(=S)N1c1nc(-c2ccccc2)cs1
    i | i
#72 CCCCc1c(O)nc2n(c1=O)CCS2
    i | i
#73 CC(C)N1C2OC(C3OC4C(O3)N(C(C)C)S(=O)(=O)N4C(C)C)OC2N(C(C)C)S1(=O)=O (configuration not stated)
    i | i
#74 CCOC(=O)C1CN(S(=O)(=O)c2ccc(OC)cc2)c2cc(S(=O)(=O)CC)ccc2O1 (configuration not stated)
    i | i
#75 Cc1ccc(-c2nnc(COC(=O)c3cc(=O)[nH]c4ccccc34)o2)cc1
    i | i
#76 CCOc1ccc(Nc2nc(NCC(=O)O)nc(N)c2[N+](=O)[O-])cc1
    i | i
#77 Cc1cccc(N=C2N=C(N)c3ccccc32)c1
    i | i
#78 Cc1ccccc1N1CCN(C(=O)C2CCCCC2)CC1
    i | i
#79 COc1ccc(C(=O)NNC2CC(=O)N(Cc3ccc(Cl)cc3)C2=O)cc1OC (configuration not stated)
    i | i
#80 COc1cc(/C(C)=N/NC(=O)CSc2nncn2C)ccc1OCc1ccccc1Cl
    i | i
#81 Cn1cccc1-c1nc2ccccc2n1Cc1ccccc1
    i | i
#82 Cc1ccc(OCc2cc(C(=O)N3CCN(C4CCCC4)CC3)no2)cc1C
    i | i
#83 CCS(=O)(=O)c1ncc(Cl)c(C(=O)Nc2ccc(S(=O)(=O)N3CCCC(C)C3)cc2)n1 (configuration not stated)
    i | i
#84 O=c1ccn(-c2cccc(C(F)(F)F)c2)nc1-c1ccn(-c2ccccc2F)n1
    i | i
#85 O=C(CSc1nnc(-c2ccccc2)o1)NCC1CCCCC1
    i | i
#86 CCOC(=O)c1ccc(-c2ccc3c(c2)CCC3)nc1C
    i | i
#87 O=C(Nc1ccnn1C1CCN(CCCC2CCCC2)CC1)c1ccccc1
    i | i
#88 CC#C[C@]1(O)CC[C@H]2[C@@H]3CCC4=CC(=O)CCC4=C3[C@@H](c3ccc(N(C)C)cc3)C[C@@]21C
    i | i
#89 OCCNCCCCOc1ccccc1F
    i | i
#90 CCN(CC)S(=O)(=O)c1cc(OC)c(Cl)cc1OC
    i | i

Reformatted as tab-separated lines: two of the compounds above.
No.	SMILES	CHT block	CHT PAM
88	CC#C[C@]1(O)CC[C@H]2[C@@H]3CCC4=CC(=O)CCC4=C3[C@@H](c3ccc(N(C)C)cc3)C[C@@]21C	i	i
89	OCCNCCCCOc1ccccc1F	i	i

(further entries)
Each structure is followed by: CHT block | CHT PAM
#91 CN(CC(=O)NC1CCCCC1)S(=O)(=O)c1ccc(Cl)cc1
    i | i
#92 CCc1cc(C(=O)Cc2ccc(F)cc2)c(O)cc1O
    -5.6* | i
#93 CCOC(=O)C1(CC2CCCCO2)CCN(Cc2nccn2-c2ccc(OC)cc2)CC1 (configuration not stated)
    i | i
#94 Cc1c(C(=O)O)sc2nc(C)n(C)c(=O)c12
    i | i
#95 CCCC(=O)Nc1c(C)n[nH]c1C
    i | i
#96 CCC1c2ccc(C)n2CCN1C(=O)Nc1cc(Cl)ccc1OC (configuration not stated)
    i | i
#97 COc1cccc(Nc2nnc(SCC(=O)N3CCOCC3)s2)c1
    i | i
#98 COc1ccc(OCC(=O)Nc2ccccc2-c2ccccc2)cc1
    i | i
#99 O=C(Nc1nnc(-c2ccccc2)s1)c1ccccc1O
    i | i
#100 CNc1ccccc1C(C)(C)c1cn(-c2ccc([N+](=O)[O-])cc2)nn1
    i | i
#101 COC(=O)C1=C(C)NC2=C(C(=O)CC(C)(C)C2)C1c1cn(Cc2ccc(Br)cc2)nc1-c1ccccc1 (configuration not stated)
    i | i
#102 CCC(C)(C)n1nnnc1C(C(C)C)N(Cc1cccnc1)Cc1ccco1 (configuration not stated)
    i | i
#103 CCC(C)NC(=O)c1ccccc1NC(=O)c1ccc(CSc2ccc(C)cc2)cc1 (configuration not stated)
    i | i
#104 CCN(CC)S(=O)(=O)c1ccc(Cl)c(NC(=O)c2ccc(C#N)cc2)c1
    i | i
#105 COc1ccc(-c2[nH]ncc2CNCCn2cccn2)c(F)c1
    i | i
#106 CCC(Oc1ccccc1)C(=O)Nc1ccccc1C(=O)N1CCN(C)CC1 (configuration not stated)
    i | i
#107 Cn1c(=O)c2c(nc(CN3CCN(C(=O)c4ccco4)CC3)n2Cc2ccccc2F)n(C)c1=O
    i | i
#108 CC1Oc2ccccc2C=C1/C=N\NC(=O)c1cccnc1 (configuration not stated)
    i | i
#109 Nc1nc(SCC(=O)NC2CCCCCC2)[nH]c(=O)c1-c1ccccc1
    i | i
#110 Cc1sc2ncnc(N[C@@H](Cc3c[nH]c4ccccc34)C(=O)O)c2c1C
    i | i
#111 COc1ccc(S(=O)(=O)NCC2CCCO2)cc1Cl (configuration not stated)
    i | i
#112 NC(=O)C1CCN(CC(O)CSc2ccc(F)cc2)CC1 (configuration not stated)
    i | i
#113 CCc1ccc(N(C(=O)C(F)(F)F)C(C(=O)NC2CCCCC2)c2ccncc2)cc1 (configuration not stated)
    i | i
#114 COCC(=O)N(C)C1(c2nnnn2CCOC(=O)Nc2ccc(Cl)cc2)CCCC1
    i | i
#115 Cc1nc2ccc3[nH]snc3c2n1
    i | i
#116 CCSc1nsc(NC(=O)Nc2ccccc2F)n1
    i | i
#117 O=C(O)/C=C\C(=O)Nc1ccccc1C(=O)N1CCN(c2ccc(Cl)cc2)CC1
    i | i
#118 O=C(Oc1cccc(-n2cnnn2)c1)c1ccco1
    i | i
#119 CCCCC(=O)Nc1cc(NC(=O)CCCC)cc(C(=O)O)c1
    i | i
#120 Nc1ccc(N2CCN(c3ccc(Cl)c(Cl)c3)CC2)cc1
    i | i

Next section, overlapping the part above by three compounds.
Each structure is followed by: CHT block | CHT PAM
#118 O=C(Oc1cccc(-n2cnnn2)c1)c1ccco1
    i | i
#119 CCCCC(=O)Nc1cc(NC(=O)CCCC)cc(C(=O)O)c1
    i | i
#120 Nc1ccc(N2CCN(c3ccc(Cl)c(Cl)c3)CC2)cc1
    i | i
#121 O=C(CN1C(=O)NC(Cc2c[nH]c3ccccc23)C1=O)NC1CC1 (configuration not stated)
    i | i
#122 COc1ccccc1CNC(=O)C1CCN(Cc2nc(-c3cccc(Cl)c3)oc2C)CC1
    i | i
#123 O=C(NCc1ccccc1)c1ccc(Cl)cc1
    i | i
#124 CC(C)(C)c1ccc(C(=O)N/C(=C\c2ccco2)C(=O)Nc2ccccc2C(=O)O)cc1
    i | i
#125 CC(C)=CCCC(C)CN(C)CCc1ccccn1 (configuration not stated)
    i | i
